# Screens (PubChem)
# MgcRacGAP inhibition: MgcRacGAP GTPase-activating activity inhibitors, confirmation, biochemical, ADP Hunter fluorescence; one-dose inhibition, % at 30 µM; IC50 in µM for titrated hits; MgcRacGAP-stimulated Rac1 GTP hydrolysis, ADP Hunter fluorescence; higher % means a stronger effect; GST-tagged Rac1 F28L mutant substrate; hit rate 0.6% among 340,000;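 active = first-screen hits whose inhibition reached a set limit at any dose in the follow-up dose series; inconclusive = inhibition above the set first-screen limit but never retested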;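 note: fluorescence reports GDP produced by GAP-driven GTP hydrolysis; strong numbers were not always called active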
# GPR35 arrestin U2OS: inhibition of zaprinast-stimulated GPR35 beta-arrestin translocation – imaging, U2OS, beta-arrestin-GFP, zaprinast agonist, primary screen (AID 2058). U2OS GPR35 beta-arrestin-GFP translocation imaging, zaprinast antagonism; higher % means a stronger effect. inhibition, % at 10 µM; hits with a dose series show IC50 in µM. hit rate 0.052% among 290,000;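 active = inhibition of at least 50% with at least 30 cells and total cytoplasm GFP at most 10,000,000; inconclusive = under 30 cells or total GFP of 10,000,000 plus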
# PhoP inhibition: PhoP-dependent GFP reporter repression – Salmonella Typhimurium, primary screen (AID 1863) | S. Typhimurium PhoP-regulated promoter GFP reporter, 4 h; higher % means a stronger effect | hit rate 0.16% among 300,000 | inhibition, % at 50 µM; hits with a dose series show IC50 in µM;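 active = inhibition over 29.93%, a cutoff 3 SD above the screen mean, later confirmed by dose response; inconclusive = inhibition over 29.93% but no dose response follow-up; inactive = inhibition at most 29.93% or unconfirmed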;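 note: 0% = low Mg2+ inducing control and 100% = high Mg2+ repressing control; strong numbers were not always called active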
# ER stress rescue: rescue of cells from ER stress-induced death, primary screen, 384-well, CSM14.1, thapsigargin, ATP luminescence (AID 1222). CSM14.1 thapsigargin-induced death rescue, ATP luminescence; higher % means a stronger effect. 190,000 tested, under 10 active. one-dose cellular ATP content (survival), % at 20 µM; EC50 in µM for titrated hits;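 active = EC50 below 50 µM in the dose-response confirmation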;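 note: death triggered by thapsigargin at about 15 µM added after 2 h compound pretreatment; cell ATP read after overnight thapsigargin exposure of roughly 18 to 22 hours; normalized against plate controls of thapsigargin alone and 5% DMSO vehicle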
# SV40 large T antigen: SV40 large T antigen inhibitors, biochemical (AID 1903). SV40 large T antigen ATPase/helicase inhibition assay; higher % means a stronger effect. inhibition, % at 20 µM, or IC50 in µM where a hit was titrated. hit rate 0.39% among 310,000; in the data active = a potency from the dose series; inconclusive = inhibition mostly from about 32% at the one dose, without a potency; inactive = the rest, 99 in 100 with inhibition below about 32%; note: strong numbers were not always called active
# NS5 inhibitors: flavivirus cap methylation enzyme inhibition – biochemical, confirmation dose response, primary screen (AID 588689) | Dengue-2 NS5 methyltransferase capping enzyme assay, biochemical; higher % means a stronger effect | hit rate 0.3% among 340,000 | inhibition, % at 25 µM, or IC50 in µM where a hit was titrated; in the data active = a potency from the dose series; inconclusive = inhibition above about 29% without an active follow-up result
# West Nile antiviral: West Nile virus antiviral activity, cell-based, CPE readout (AID 1621). West Nile virus-infected cells, CPE inhibition; higher % means a stronger effect. CPE inhibition, % at 10 µM, or IC50 in µM where a hit was titrated. hit rate 0.02% among 290,000; in the data active = a potency from the dose series; inconclusive = CPE inhibition mostly from about 3.7% at the one dose, without a potency; inactive = the rest, 99 in 100 with CPE inhibition below about 2.2%; note: strong numbers were not always called active
# LYP inhibition: inhibitors of LYP phosphatase, biochemical, fluorescence intensity, uHTS (AID 1779). recombinant LYP phosphatase, fluorescence intensity; higher % means a stronger effect. inhibition, % at 11.5 µM; hits with a dose series show IC50 in µM. hit rate 0.054% among 290,000; in the data active = inhibition above about 50%;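 note: plate controls were vehicle with enzyme for no effect and no enzyme for full effect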
# RSV antiviral HEp-2: RSV antiviral activity via CPE protection, HEp-2 cells, primary 10 µM value included (AID 2391) | HEp-2 cells, RSV-induced CPE inhibition; higher % means a stronger effect | CPE inhibition, % at 10 µM, or IC50 in µM where a hit was titrated | hit rate 0.13% among 310,000; in the data active = a potency from the dose series; inconclusive = CPE inhibition mostly from about 23% at the one dose, without a potency; inactive = the rest, 99 in 100 with CPE inhibition below about 21%; note: strong numbers were not always called active
# NS5 inhibitors pilot replicate: second read-out of NS5 inhibitors, no call of its own (marks repeat the call); inhibition, %; measured here: pilot screen replicate inhibition
# * marks the source's active call; other numbers are inactive results; ? = inconclusive; · = not tested or not shown.
SMILES,MgcRacGAP inhibition,GPR35 arrestin U2OS,PhoP inhibition,ER stress rescue,SV40 large T antigen,NS5 inhibitors,West Nile antiviral,LYP inhibition,RSV antiviral HEp-2,others
CC1(C)N=C(SCC(=O)Nc2ccc(Cl)cc2)C(c2ccc(Cl)cc2)=N1,3%,-4%,-5%,-2.4%,14%,1%,0.6%,8%,?,
COc1cc(Br)c(CCNC(=O)c2ccco2)cc1OC,11%,-4%,-7%,-0.5%,2%,-6%,0.8%,5%,-0.4%,
O=C(OCc1cc2ccccc2[nH]c1=O)c1cccc([N+](=O)[O-])c1,11%,-6%,-5%,·,27%,-3%,0.4%,-2%,4.4%,
O=C(N/N=C\c1cn[nH]c1-c1ccc(Cl)cc1)c1cccs1,-7%,5%,-10%,·,5%,0%,0.3%,-2%,1.2%,
CCCc1ccc(OCC(=O)NNC(=S)NC(=O)c2ccco2)cc1,10%,-9%,26%,-0.9%,6%,5%,-0.5%,0%,0.9%,
Cc1ccc(C2C(C#N)=C(N)Oc3nc(-c4ccccc4)[nH]c32)o1 (stereo not drawn),4%,4%,-4%,1.2%,14%,35%,-0.1%,-2%,1.4%,
Nc1nnc(SCc2ccccc2Cl)s1,8%,-12%,5%,-2.0%,9%,-2%,0.1%,-2%,1.9%,
COc1cc(OC)cc(-c2nc(-c3cc4cc(C)ccc4nc3OC)no2)c1,5%,-14%,3%,0.3%,3%,-2%,0.3%,-9%,·,
c1nnc(NC2=NCCCCC2)s1,5%,-12%,3%,-0.3%,16%,1%,-0.7%,-6%,2.4%,
O=C(Nc1ccccc1Cl)Nc1ccnn1C1CCN(C(=O)CCN2CCCO2)CC1,8%,11%,-4%,·,2%,-8%,0.1%,-14%,1.6%,
CS(=O)(=O)N(CC(=O)NCc1ccco1)c1ccccc1Cl,8%,10%,-3%,0.8%,5%,1%,0.2%,-10%,1.1%,NS5 inhibitors pilot replicate=-3.6
CC(C)n1nc(C(=O)Nc2nc3ccc(S(C)(=O)=O)cc3s2)c2ccccc2c1=O,8%,-1%,1%,-1.8%,0%,-1%,0.3%,-6%,3.1%,
C=CCn1c(SCC(=O)c2cccs2)nnc1-c1cccc(OC)c1,7%,4%,-8%,-2.5%,6%,-1%,-0.8%,-1%,4.0%,
COC(=O)CSc1cc([N+](=O)[O-])ccc1NC(=O)OC,8%,-19%,-5%,-1.2%,21%,-9%,0.2%,-5%,-0.4%,
CC(Oc1cccc(Cl)c1)C(=O)Nc1ccc(S(=O)(=O)NC2=NCCCCC2)cc1 (stereo not drawn),3%,·,-5%,·,15%,-6%,·,·,1.8%,
CCc1cc(C(=O)Nc2cc(S(=O)(=O)N(CC)CC)ccc2N2CCOCC2)sc1C,15%,·,-3%,·,7%,0%,·,·,-0.8%,
CCc1nnc(NC(=O)CN2CCN(Cc3cccc(F)c3)CC2)s1,-4%,13%,10%,·,16%,-4%,-0.6%,-6%,-0.5%,
CC(=O)Nc1ccc(C(=O)CSc2nccc(=O)[nH]2)cc1,·,7%,-8%,-1.4%,0%,·,0.3%,0%,0.2%,
Cc1ccc(C(=O)Nc2ncnc3sc4c(c23)CCCCC4)cc1,4%,10%,8%,-1.3%,-1%,1%,-0.6%,-9%,2.3%,
CN(Cc1ccccc1)C(=O)CSc1nc2c(c(C(F)(F)F)n1)CCc1ccccc1-2,8%,·,·,·,·,-7%,0.4%,·,3.8%,
Cc1ccc(-c2nnn(CC(=O)NCCC3=CCCCC3)n2)cc1,2%,21%,3%,-2.3%,0%,-6%,0.1%,-5%,1.8%,
Cc1ccccc1Cc1c(C)nc2nc(SCC(=O)NCCCN3CCCC3)nn2c1C,4%,10%,1%,·,9%,-9%,0.1%,-11%,0.4%,
CCCCCCN=C1CC(C)(C)CC(=O)/C1=C(/O)CCC,7%,-4%,-5%,·,5%,-8%,-0.6%,0%,5.2%,
Cc1ccc(C(C(=O)NC2CCCCC2)N(CC2CCCO2)C(=O)CNC(=O)c2ccco2)cc1 (stereo not drawn),9%,8%,9%,-0.7%,5%,6%,-1.2%,-8%,1.0%,
O=C(O)c1cccc(S(=O)(=O)Nc2ccc3oc(=O)sc3c2)c1,?,-7%,3%,-1.2%,46µM*,12%,0.0%,-7%,-0.8%,
Oc1ccc(N2CCN(C(c3cccnc3)c3nnnn3Cc3ccccc3)CC2)cc1 (stereo not drawn),?,-7%,-7%,·,?,3%,-0.5%,3%,-0.4%,
COc1cc2nc(CN3CCN(S(=O)(=O)c4ccc(Cl)cc4)CC3)[nH]c(=O)c2cc1OC,1%,-8%,0%,·,12%,-1%,-1.2%,-3%,0.5%,
COCCOC(=O)c1c(C)oc2ccc(NS(=O)(=O)c3ccccc3)cc12,10%,-6%,1%,-0.1%,-2%,-5%,0.9%,-2%,13%,
O=S(=O)(NCc1ccco1)c1cccc(S(=O)(=O)N2CCOCC2)c1,3%,12%,10%,1.8%,4%,4%,-0.2%,8%,1.2%,
CSc1ccc(S(=O)(=O)NCC(=O)OC2CCOC2=O)cc1[N+](=O)[O-] (stereo not drawn),8%,·,-11%,·,13%,1%,·,·,-1.5%,
COc1cccc(C(=O)Nc2cc3c4c(c2)CC(=O)N4CCC3)c1,3%,·,14%,·,13%,-3%,·,·,-1.2%,
COc1ccc(C(CC(=O)O)NC(=O)COc2ccccc2)cc1 (stereo not drawn),9%,2%,-7%,16%,-1%,-1%,0.4%,-7%,2.2%,
CC(NC(=O)c1cccs1)C(S)c1ccccc1 (stereo not drawn),2%,0%,-4%,·,29%,6%,-1.3%,-2%,2.2%,
COc1ccc(N2CCC(CNC(=O)Nc3ccc(OC)cc3OC)C2)cc1 (stereo not drawn),?,8%,20%,2.8%,?,23%,·,-4%,5.3%,
COCCN(CCOC)S(=O)(=O)c1ccc(C(=O)Nc2ccc([N+](=O)[O-])cc2OC)cc1,3%,-21%,5%,-1.9%,20%,-11%,-0.9%,-2%,-0.2%,
COc1ccccc1-n1c2nc3ccccc3nc2c2c(=O)n(-c3cc(C)cc(C)c3)cnc21,4%,14%,2%,-1.5%,2%,5%,0.7%,-2%,?,
O=C(CCCNS(=O)(=O)c1cccs1)N1CCN(c2ccc(F)cc2)CC1,4%,14%,-10%,-2.7%,3%,5%,-1.1%,3%,1.2%,
COc1ccc(C(=O)Nc2ccc(S(=O)(=O)Nc3cnc4ccccc4n3)cc2)cc1,8%,7%,-2%,·,8%,·,-0.8%,-6%,5.4%,
Cn1cnc2c1c(=O)n(Cc1ccc(Cl)cc1Cl)c(=O)n2C,10%,15%,6%,·,8%,-4%,-1.2%,-7%,1.4%,
O=C(NCc1ccco1)c1cccc(NS(=O)(=O)c2cccc(F)c2)c1,4%,1%,-9%,-1.1%,0%,4%,0.6%,-10%,0.8%,
COc1ccc(/C=C2\SC(=S)N(CCCC(=O)Nc3cc(C)on3)C2=O)cc1OC,7%,13%,-16%,·,7%,?,0.7%,4%,1.4%,
CCC(C)NC(=O)NCc1ccccc1F (stereo not drawn),3%,-7%,10%,-2.1%,0%,-1%,0.4%,-9%,-0.4%,
CC(=O)c1c(C)[nH]c(C(=O)NCc2ccco2)c1C,-11%,4%,-4%,3.2%,6%,-12%,0.6%,-2%,2.9%,
COc1ccc(NC(=O)C(F)(OC)C(F)(F)F)c(OC)c1 (stereo not drawn),0%,5%,-7%,0.4%,2%,-6%,0.0%,2%,-1.0%,
C/C(Cc1ccccc1)=N\NC(=O)CNC(=O)Cc1ccc(Cl)cc1,2%,-6%,-6%,·,16%,-7%,0.7%,-4%,1.7%,
CCOCCc1nnc(NC(=O)Cc2ccccc2)s1,2%,2%,0%,-1.7%,14%,-6%,0.0%,-8%,-0.5%,
Cc1cc(NS(=O)(=O)N(C)C)ccc1C(C)C,6%,3%,10%,-1.2%,3%,-6%,-0.3%,0%,0.2%,
Cc1cccc(N(CC(=O)Nc2c(C)n(C)n(-c3ccccc3)c2=O)S(C)(=O)=O)c1,4%,2%,0%,-3.3%,4%,6%,-0.1%,-5%,0.3%,
CCOc1ccc(NC(=O)c2nsc(Cl)c2Cl)cc1,6%,2%,·,-1.2%,·,4%,-1.8%,-2%,0.7%,
NC(=O)C1(c2ccccc2)CCCN1C(=O)c1ccc(Br)cc1 (stereo not drawn),7%,6%,-7%,1.9%,-4%,-6%,-0.4%,3%,4.8%,
O=C(CN1CCN(c2ccccn2)CC1)Nc1cccc(C(F)(F)F)c1,6%,19%,3%,-1.3%,19%,-10%,-0.2%,-8%,0.6%,
O=C(NCc1ccncc1)C(=O)NCc1ccco1,0%,-3%,-11%,-1.6%,5%,0%,0.7%,3%,0.4%,
CCN(CC)S(=O)(=O)c1ccc2c(c1)NC(=O)C1CCCN21 (stereo not drawn),12%,13%,2%,·,10%,-11%,-0.1%,-3%,2.4%,
COCCn1c(N2CCN(c3ccccc3)CC2)nc2c1c(=O)n(C)c(=O)n2C,2%,-4%,-10%,3.1%,7%,-2%,-1.8%,-2%,1.9%,
COc1ccccc1NS(=O)(=O)c1cccc(C(=O)NN=C2CCCCCC2)c1,1%,2%,-4%,-0.7%,22%,-1%,-0.7%,-2%,1.6%,
COCCNC(C(=O)Nc1ccc([N+](=O)[O-])cc1Br)c1ccccc1 (stereo not drawn),4%,-7%,3%,-0.5%,2%,-7%,-1.3%,-1%,3.1%,
CNC(=S)Nc1ccc2nc(C)oc2c1,0%,-2%,-8%,-1.8%,10%,1%,1.1%,-6%,1.8%,
Cn1nc(C(C)(C)C)cc1C(=O)NNC(=O)c1ccc(C(F)(F)F)cc1,6%,-1%,-13%,·,6%,0%,-0.5%,-6%,·,
COC(=O)c1ccc(NC(=S)NCC2CC2)cc1,4%,-2%,-9%,-2.2%,19%,-8%,0.5%,-3%,8.7%,
S=C(NCc1ccc(Cl)cc1)Nc1ccc(Cl)cc1Cl,2%,28%,-6%,-2.2%,5%,-4%,-0.6%,0%,0.9%,
Cc1nc(NCc2ccccc2)c2cc[nH]c2n1,2%,0%,4%,·,7%,0%,-0.3%,-4%,4.3%,
CC1CCN(CC(=O)Nc2ccc(C(=O)N3CCCCC3)cc2)CC1,26%,1%,5%,·,3%,-3%,-0.8%,-9%,-0.1%,NS5 inhibitors pilot replicate=-6.1
Cc1ccc(NC(=O)C2C3C=CC4(CN(Cc5cccnc5)C(=O)C24)O3)cc1 (stereo not drawn),6%,-8%,-11%,·,0%,-4%,0.1%,-7%,0.9%,

# Random draw from the library, and some 1.5% of all compounds hit somewhere here.
